TAAR1 agonist: human TAAR1 agonists, primary screen, Fluo-8 calcium fluorescence, CHO RD-HGA16 cells. Trace amine-associated receptor 1 (Homo sapiens), Q96RJ0. AID 624467, 2012. hit rate 0.99% among 360,000. vehicle wells 0%, saturating PEA agonist 100%. activation, % at 3 µM;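 active = activation above the mean activation of all test compounds in the run plus 3 SD, cut at about 38% in these data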
Target sequence (Q96RJ0 whole entry, looked up): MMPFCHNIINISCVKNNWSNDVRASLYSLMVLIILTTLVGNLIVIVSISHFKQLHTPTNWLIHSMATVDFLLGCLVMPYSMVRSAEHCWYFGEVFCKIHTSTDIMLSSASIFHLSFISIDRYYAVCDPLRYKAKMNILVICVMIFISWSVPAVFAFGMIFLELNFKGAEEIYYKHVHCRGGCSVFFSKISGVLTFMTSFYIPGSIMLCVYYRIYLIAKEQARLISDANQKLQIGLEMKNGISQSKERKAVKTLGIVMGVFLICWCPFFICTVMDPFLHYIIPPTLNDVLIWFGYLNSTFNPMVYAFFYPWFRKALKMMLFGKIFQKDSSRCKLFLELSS
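Assay system: CHO-derived RD-HGA16 cells with stable Gα16 and human TAAR1; timing: 17-24 h seeding, 75 min 37 °C dye, 30 min RT; read-out: % activation from peak over basal fluorescence ratio, DMSO-to-PEA scaled; measured by: kinetic Fluo-8 calcium fluorescence; benchmarks: low control DMSO, high control PEA (EC100); doses: 3 µM single concentration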
CHO-K1 Ca antag: M1 antagonist counterscreen hit in parental CHO-K1 cells | inhibition, % at 3 µM | hit rate 0.6% among 360,000 | ATP-induced calcium, Fluo-8 fluorescence;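 active = inhibition above a per-plate cutoff, the plate's mean sample inhibition plus 3 SD, cut at about 24% in these data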;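 note: 0% = DMSO plus EC80 ATP and 100% = DMSO alone without ATP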
TAAR1 antagonist: human TAAR1 antagonists, primary screen, Fluo-8 calcium fluorescence, CHO RD-HGA16 cells; Trace amine-associated receptor 1 (Homo sapiens), Q96RJ0; hit rate 1.5% among 360,000; inhibition, % at 3 µM; AID 624466, 2012; antagonist;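 active = inhibition above a per-plate cutoff, the mean inhibition of test compounds on that plate plus 3 SD, cut at about 49% in these data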;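 note: 0% = DMSO plus EC80 beta-PEA response and 100% = DMSO alone without agonist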
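Assay system: RD-HGA16 CHO cells with stable hTAAR1 and Gα16 / Reagent: EC80 β-phenethylamine stimulus / Doses: 3 µM, single point / Timing: dye loading 75 min at 37 °C, then 30 min room temperature / Measured by: Fluo-8 intracellular calcium dye fluorescence, real-time kinetic reads / Controls: vehicle wells and EC80 agonist wells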
CHRM1 antagonist: human M1 muscarinic receptor antagonists, primary screen, CHO-K1 cells, Fluo-8 calcium fluorescence, 1536-well; Muscarinic acetylcholine receptor M1 (Homo sapiens), P11229; CHO-K1 hM1, ACh EC80 antagonist; inhibition, % at 3 µM; hit rate 1.3% among 360,000; AID 588852, 2011;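 active = percent inhibition above its own plate's cutoff, namely the mean of that plate's compound wells plus 3 SD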;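 note: peak over basal fluorescence ratio during 140 s after agonist addition; 0% = ACh EC80 plus DMSO and 100% = DMSO alone without agonist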
Target sequence (P11229 whole entry, looked up): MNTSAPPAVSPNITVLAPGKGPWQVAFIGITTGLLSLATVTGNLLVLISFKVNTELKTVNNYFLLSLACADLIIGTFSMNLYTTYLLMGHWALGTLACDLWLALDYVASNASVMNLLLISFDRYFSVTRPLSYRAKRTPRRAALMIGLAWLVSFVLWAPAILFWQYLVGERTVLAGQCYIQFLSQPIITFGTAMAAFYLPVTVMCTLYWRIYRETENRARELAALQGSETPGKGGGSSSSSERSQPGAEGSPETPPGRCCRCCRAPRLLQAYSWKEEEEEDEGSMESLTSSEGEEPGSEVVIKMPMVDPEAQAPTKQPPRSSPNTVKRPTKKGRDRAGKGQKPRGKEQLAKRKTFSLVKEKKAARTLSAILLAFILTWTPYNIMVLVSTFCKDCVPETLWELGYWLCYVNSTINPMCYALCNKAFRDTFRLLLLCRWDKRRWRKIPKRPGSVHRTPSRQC
M1 ag parental: counter-screen for M1 agonists: effect in parental CHO-K1 cells; hit rate 0.48% among 360,000; activation, % at 3 µM; Fluo-8 calcium fluorescence; scaled to maximal ATP response, vehicle zero; in the data active = activation above about 15%;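 note: untransfected CHO-K1 host cells lacking M1 receptor as counterscreen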
M1 ag: human M1 muscarinic receptor agonists, primary screen, Fluo-8 calcium fluorescence, CHO-K1 cells, HTS; Muscarinic acetylcholine receptor M1 (Homo sapiens), P11229; CHO-K1 hM1, agonist mode; 0% DMSO, 100% acetylcholine EC100; activation, % at 3 µM; hit rate 0.33% among 360,000; AID 588814, 2011;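 active = activation above the run's mean compound activation plus 3 SD, cut at about 16% in these data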;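 note: peak over basal fluorescence ratio within a 140 s kinetic read after compound addition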
CHO-K1 Ca PAM: nonselective calcium activators in parental CHO-K1 cells, primary screen, counter-screen for M1 PAM project, cell-based, Fluo-8 calcium fluorescence, full deck, 1536-well; ATP EC20; 0% at ATP EC20, 100% at ATP max; activation, % at 3 µM; hit rate 0.02% among 360,000; AID 602247, 2012;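 active = activation above the run cutoff, the mean activation of all test compounds plus 3 SD, cut at about 40% in these data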;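 note: peak over basal fluorescence ratio in a 140 s read after ATP addition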
CHO parental Ca: ATP-evoked calcium signal inhibitors, parental CHO, primary screen, counter-screen for OX1R antagonist project, cell-based, fluorescence, Fluo-8 calcium dye; hit rate 0.63% among 330,000; inhibition, % at 5.6 µM; parental CHO-K1, ATP-induced calcium, Fluo-8 fluorescence;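 active = inhibition above that plate's mean sample inhibition plus 3 SD, cut at about 26% in these data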;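 note: 0% = ATP-challenged DMSO wells and 100% = DMSO wells without ATP; some compounds past the cut are filed as inactive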
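Test system: untransfected parental CHO cell line. Compound: one dose, 5.6 µM nominal. Detection: intracellular calcium via Fluo-8 no-wash fluorescent dye. Measure: % inhibition. Benchmarks: ATP-challenged DMSO wells low, unchallenged DMSO wells high.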
OXTR potentiate: human OXTR potentiators, primary screen, fluorescence, CHO-OTR cells, Fluo-8 calcium; hit rate 0.061% among 320,000; Oxytocin receptor (Homo sapiens), P30559; AID 2445, 2010; activation, % at 3 µM; Fluo-8 calcium fluorescence, potentiator mode; 0% = oxytocin EC15, 100% = EC100;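 active = activation above that plate's cutoff, the mean activation of tested compounds plus 3 SD, cut at about 6.6% in these data, passing the limit was not always enough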;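 note: 100% uses oxytocin at 75 nM as the full agonist control; some results filed as inactive read as strong as hits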
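Measured by – Fluo-8 calcium dye fluorescence · Test system – human OTR in CHO cells · Dosing – one concentration, 3.0 µM compound · Controls – EC15 oxytocin alone as 0%, 75 nM oxytocin as 100% · Evaluation – normalized max/min fluorescence ratio, % activation · Timing – 6 min pre-incubation, 100 s read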
Starred values were filed as active, the others as inactive; x = no result given. An unsorted share of the library, and some 4.2% of all compounds hit somewhere here.

SMILES	TAAR1 agonist	CHO-K1 Ca antag	TAAR1 antagonist	CHRM1 antagonist	M1 ag parental	M1 ag	CHO-K1 Ca PAM	CHO parental Ca	OXTR potentiate
Cc1cccc(NC(=O)CN2C(=O)CNC2=O)c1	6	-13	18	-22	0.0	-1	6	27	-3
CN(CC(=O)Nc1ccc(F)cc1)c1ccc(S(=O)(=O)N2CCCCC2)cc1[N+](=O)[O-]	2	1	21	21	3.1	-13	-5	-27	-12
Cc1ccc2c(Cl)c(C(=O)NCc3cccnc3)sc2c1	9	-6	-3	-3	3.0	-2	18	-25	-6
Cc1ccc(Cn2ccc(NC(=O)c3cc(-c4ccco4)on3)n2)cc1	7	-9	16	-1	0.5	-4	-3	-8	-3
COc1ccc2nc(SCC(=O)O)nc(C)c2c1	6	-15	-1	-12	0.5	-1	19	-18	-4
O=C(NCc1ccc2c(c1)OCO2)C1CC(=O)N(C2CCCCCC2)C1 (stereo not given)	11	-18	-12	2	0.5	-2	17	-19	-1
COCCn1c(SCC(=O)Nc2cc(C)on2)nnc1-c1ccco1	4	-5	11	-29	0.2	-3	18	-2	-11
Cc1ccc(S(=O)(=O)n2cc(-c3ccccc3)c3ccccc32)cc1	0	-12	-13	-14	0.6	-1	25	-15	-6
O=C(CC1SC(N2CCCC2)=NC1=O)Nc1ccc(C(=O)NCCc2ccc(F)cc2)cc1 (stereo not given)	1	1	-11	6	0.1	-5	-11	-17	-4
CN1CCN(C(=O)C2C3C=CC(C3)C2C(=O)O)CC1 (stereo not given)	1	4	2	-8	0.6	-3	21	-4	-14
COCCn1c(SCC(=O)N2CCC(C)CC2)nc2c([nH]c3ccccc32)c1=O	-2	-6	-4	0	1.3	-4	6	-20	-11
Cc1[nH]nc(SCC(=O)N2CCC(C)CC2)c1[N+](=O)[O-]	11	0	6	-13	-0.1	-4	8	-8	-12
COc1cc2c3nnc(-c4ccc(F)cc4)c-3cn(Cc3ccccc3F)c2cc1OC	7	-6	2	-15	0.2	-9	23	x	x
COc1ccc(-c2c(NC(=O)CC(C)C)n(C)c3ccccc3c2=O)cc1OC	4	-6	-16	-16	0.5	-3	-8	-5	-5
O=C1COc2ccc(C(=O)COc3ccc([N+](=O)[O-])cc3)cc2N1	-2	-7	-6	-15	1.1	-3	15	4	-4
Cc1ccc(S(=O)(=O)NCCC(=O)Nc2ccc(C)cc2C(=O)c2ccccc2)cc1	2	-17	-16	-9	0.4	-4	18	-36	-7
COC(=O)c1ccc(NCN2C(=O)C3C4CCC(C4)C3C2=O)cc1 (stereo not given)	6	-9	6	-3	1.3	-7	33	1	-4
O=[N+]([O-])/C(=C\Nc1ccc(F)cc1F)S(=O)(=O)c1ccccc1	2	-16	-16	-2	0.7	-4	-3	-5	-10
COc1ccc(Nc2oc(-c3cccs3)nc2C#N)cc1	6	-17	0	-2	1.5	-4	25	-8	-19
CCC(C#CCN1CCCCC1)(CC)OCCC#N	2	-15	-23	63*	0.2	-6	15	-14	-3
CCOC(=O)c1c(-c2ccc(-c3ccccc3)cc2)csc1NC(=O)CCC(=O)O	3	-10	14	-4	0.6	-5	14	-11	-5
CCCCNC(=O)c1nc(-c2ccncc2)oc1-c1ccccc1	3	-15	10	-37	1.1	-6	17	x	x
Cc1cc(C(F)F)n2nc(C(=O)Nc3ccc(S(=O)(=O)N4CCCCCC4)cc3)nc2n1	7	-4	-11	-3	0.1	-5	11	-15	-3
CCc1nc2ccc(C(=O)N3CCN(c4cccc(Cl)c4)CC3)cc2nc1CC	1	-29	0	16	0.7	-6	18	-21	-6
COc1ccc(CCNC(=O)CSc2nnc(Cc3csc(N)n3)n2C)cc1OC	12	8	4	11	0.4	-1	-4	-10	-3
CC(CCc1ccccc1)NC(=O)Cc1ccc([N+](=O)[O-])cc1 (stereo not given)	3	2	-2	6	0.1	-8	6	-19	-3
O=C(CSc1nnnn1-c1ccc(C(=O)O)cc1)NC1CC1	8	6	-19	-10	-0.1	1	-10	-4	-2
C=CCOc1ccc(C=NNc2ccc(S(=O)(=O)Nc3ccccc3C(=O)O)cc2[N+](=O)[O-])cc1OC	0	-18	6	-6	0.1	-2	10	-11	7
CCCS(=O)(=O)N1CCN(C(=O)COc2ccc(OC)cc2)CC1	4	-5	-11	-12	0.4	-3	10	-8	-9
O=C(NC(=O)N1CCN(c2ccccc2F)CC1)c1ccccc1	10	-22	17	-27	0.6	-5	22	-1	-8
O=C(NNC(=O)c1ccc([N+](=O)[O-])cc1)c1ccc(F)cc1	5	-17	-20	-15	0.4	0	-8	0	5
CN(CC(=O)Nc1cccc2ccccc12)c1ccc(S(=O)(=O)N2CCOCC2)cn1	22	19	41	19	4.7	2	1	-9	-9
Cc1ccc(S(=O)(=O)N2CCC(C(=O)Nc3nnc(-c4ccc(F)cc4)s3)CC2)cc1	6	-2	-10	0	0.5	-5	17	-9	-10
Cc1ccc(NC(=S)NC(=O)c2ccc(-c3ccccc3)cc2)cc1	10	4	-16	-13	0.5	-4	7	-19	-3
Cc1nc(NCc2ccccc2)c2cc[nH]c2n1	5	-16	0	-2	8.5	-4	-10	-1	-15
COc1ccc(/C(C#N)=C/c2c(-c3ccc(Cl)cc3)nc3c(C)cccn23)cc1	7	-20	16	-29	0.5	-2	13	-3	-13
COc1ccc(Cl)cc1NC(=O)CCc1nnc2ccc(N3CCN(C)CC3)nn12	4	9	-29	-13	0.6	-5	15	0	-4
O=C(Nc1ccc2c(c1)OCO2)C1CC(=O)N(CCc2ccccc2)C1 (stereo not given)	3	-17	-23	-11	1.0	-3	24	-10	-5
COc1ccc(CCNC(=O)COC(=O)c2cc(S(=O)(=O)NCc3ccccc3)ccc2O)cc1OC	2	-5	7	-16	2.4	-1	15	-15	-4
CCOC(=O)c1ccccc1OC(=O)Oc1ccccc1C(=O)OCC	0	-10	8	0	-0.8	-5	10	x	x
CC(=O)Nc1ccc(S(=O)(=O)NCC(=O)OCC(=O)N2CCN(c3ccccc3)CC2)cc1	1	-2	-11	2	-0.1	-1	12	-1	-4
Cc1ccc(NS(=O)(=O)c2cc([N+](=O)[O-])ccc2NNC(=S)Nc2cc(C)ccc2C)c(C)c1	14	18	19	16	6.5	3	-3	-25	-4
CCC(C)NS(=O)(=O)c1ccc(S(=O)(=O)N2CCCC3(CCCCC3)C2)cc1 (stereo not given)	7	11	36	36*	3.1	-5	0	11	-9
Cc1cc(C)n2nc(SCC(=O)Nc3ccc(F)cc3[N+](=O)[O-])nc2n1	1	-14	-17	1	2.9	-3	16	-14	-4
CCOc1cc(-c2cc(-c3ccc(N)cc3)nc(N)c2C#N)ccc1O	4	-7	-5	-29	2.6	-3	9	-18	-2
O=C(c1ccco1)N1CCN(c2nc3ccccc3n3nnnc23)CC1	14	7	24	-26	4.2	0	1	-19	-10
O=C(CSc1nnc(CNC(=O)c2ccccc2)o1)NCC1CCCO1 (stereo not given)	1	-11	-16	-2	1.0	-3	5	-1	1
O=c1c2c(nc3cc(-c4ccccc4)[nH]n13)CCS2	0	2	5	-4	-0.1	-1	-3	-6	-4

Reformatted: 2 of the compounds above.
smiles,TAAR1 agonist,CHO-K1 Ca antag,TAAR1 antagonist,CHRM1 antagonist,M1 ag parental,M1 ag,CHO-K1 Ca PAM,CHO parental Ca,OXTR potentiate
Cc1ccc(NS(=O)(=O)c2cc([N+](=O)[O-])ccc2NNC(=S)Nc2cc(C)ccc2C)c(C)c1,14,18,19,16,6.5,3,-3,-25,-4
COCCn1c(SCC(=O)Nc2cc(C)on2)nnc1-c1ccco1,4,-5,11,-29,0.2,-3,18,-2,-11

(list continues)
SMILES	TAAR1 agonist	CHO-K1 Ca antag	TAAR1 antagonist	CHRM1 antagonist	M1 ag parental	M1 ag	CHO-K1 Ca PAM	CHO parental Ca	OXTR potentiate
Cc1cc(NC(=O)COC(=O)c2oc3c(ccc4ccccc43)c2C)no1	3	3	-1	-2	-0.3	-4	1	-6	-3
O=C(OCC#CCSc1nnc(-c2cccc3ccccc23)o1)c1ccc(F)cc1	10	-11	4	-13	0.1	0	7	-28	-8
CC(=O)Nc1ccc(SCC(=O)O)cc1	2	17	-8	2	-0.4	-4	-13	-2	-8
CC(C)n1c(O)c(N=NC(=O)Cn2ccc(C(F)(F)F)n2)c2ccccc21	-1	-7	-10	-3	0.4	-6	21	-18	5
O=C(/C=C/c1cccc(Cl)c1)Nc1ccncc1	12	-5	-9	-9	1.2	-4	14	-5	-1

Entries above that contain a furan ring, fused or not, in the order listed:
SMILES	TAAR1 agonist	CHO-K1 Ca antag	TAAR1 antagonist	CHRM1 antagonist	M1 ag parental	M1 ag	CHO-K1 Ca PAM	CHO parental Ca	OXTR potentiate
Cc1ccc(Cn2ccc(NC(=O)c3cc(-c4ccco4)on3)n2)cc1	7	-9	16	-1	0.5	-4	-3	-8	-3
COCCn1c(SCC(=O)Nc2cc(C)on2)nnc1-c1ccco1	4	-5	11	-29	0.2	-3	18	-2	-11
O=C(c1ccco1)N1CCN(c2nc3ccccc3n3nnnc23)CC1	14	7	24	-26	4.2	0	1	-19	-10
Cc1cc(NC(=O)COC(=O)c2oc3c(ccc4ccccc43)c2C)no1	3	3	-1	-2	-0.3	-4	1	-6	-3
